TTR transcr act = activators of transthyretin transcription; activation, % at 16.7 µM; actives 1.3% (n = 92,000); SH-SY5Y TTR promoter Gaussia luciferase, luminescence; 100% = recombinant luciferase protein wells;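 active means activation above the mean of all tested compounds plus 3 SD, cut at about 9.5% in these data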;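 further: cells exposed to compounds for one day before reading; 0% = median of all test compound wells on the plate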
The depositor's hits bear a star. Not all compounds are listed, so the mix of outcomes need not match the whole.

SMILES	TTR transcr act
CCn1c(SCC(=O)NCc2ccccc2)nc2c(c1=O)SC(C)C2 (stereo unspecified)	-0.2
O=C(NCCc1nc2ccccc2[nH]1)Nc1ccccc1	1.9
COC(=O)[C@]12C[C@H](CC(=O)NCCc3ccccc3OC)C(=O)N(Cc3ccc(Cl)cc3Cl)C1=C[C@H](C1CCCC1)O[C@@H]2C	-0.5
O=C(/C=C/c1ccccc1[N+](=O)[O-])NCc1ccncc1	-0.4
CCN(CC)CCNC(Cc1ccccc1)c1cccc(OC)c1 (stereo unspecified)	-1.1
O=C(O)c1cccc(N=NN2CCCCCC2)c1	-0.3
O=C(COC(=O)CNS(=O)(=O)c1ccc2ccccc2c1)Nc1ccc2c(c1)OCO2	-1.7
O=C(Nc1ccc(NC(=O)c2cccc([N+](=O)[O-])c2)cc1)c1cccc([N+](=O)[O-])c1	1.1
S=C(NCc1ccc(Cl)cc1Cl)NC1CCCCC1	1.4
CC(NC(=S)Nc1ccccc1)C1COc2ccccc2O1 (stereo unspecified)	0.4
C/C(=N\NC(=O)COc1ccc(C(C)(C)C)cc1)c1ccc(N2CCOCC2)cc1	0.0
COc1cccc(CN2CCN(Cc3ccon3)CC2CCO)c1 (stereo unspecified)	0.7
O=C(C1CCCCN1S(=O)(=O)c1ccccc1)N1CCN(C(c2ccccc2)c2ccccc2)CC1 (stereo unspecified)	-2.5
CC(Oc1ccc2c(-c3ccccc3)cc(=O)oc2c1)C(=O)N1CCC[C@@H]1C(N)=O (stereo partly specified)	1.2
O=C(CCCCCN1C(=O)[C@@H]2Cc3ccccc3CN2C1=O)Nc1ccccc1F	11.1*
Cc1cc(=O)c(C(=O)O)nn1-c1ccccc1	3.4
Cc1c(Cl)cccc1Nc1nc(N)nc(CSc2nc3ccccc3s2)n1	5.7
Cc1ccc(NC(=O)c2[nH]cnc2C(=O)NN)cc1	-1.1
Nc1nonc1-n1nnc(C(=O)N/N=C/c2cccnc2)c1CSC1=NCCS1	0.5
COc1ccccc1CO/N=C/c1cccn1-c1nccc(N(C)C)c1C#N	-4.6
COc1ccc(/C=N/N2CCN(C)CC2)c(OC)c1OC	4.5
O=C(CCc1ccccc1Cl)Nc1cc(S(=O)(=O)N2CCOCC2)ccc1N1CCCC1	-0.7
O=C(CCN1CCC2CCC(C2)C1)c1ccc(F)cc1 (stereo unspecified)	0.7
O=C(CSc1ccc2nnc(-c3cccs3)n2n1)N1CCOCC1	0.8
COC(=O)c1c(C)oc(C)c1S(=O)(=O)NCc1ccc(OC)cc1	0.2
CCCc1nnc(SCC(=O)O)n1/N=C/c1ccc2c(c1)OCO2	-1.2
O=C(COC(=O)CCc1nc2ccccc2s1)Nc1nc(-c2ccccc2)cs1	-0.3
COCCSc1nnc(NC(=O)c2cc(OC)c(OC)cc2[N+](=O)[O-])s1	-2.0
CCc1cc(C(=O)OCC(=O)NCCc2ccccc2)sc1C	-0.9
O=C(O)C1OC(C(=O)O)C2C1C(F)(F)C2(F)F (stereo unspecified)	15.5*
CCOc1ccc(NC(=O)CN2C(=O)CSC(C)C2=O)cc1 (stereo unspecified)	0.2
COc1ccc(/C=N/NC(=O)c2cccnc2)c2ccccc12	-1.4
CCOC(=O)CC1C(=O)NC2CCCCC2N1C(=O)Nc1ccc(Cl)cc1 (stereo unspecified)	3.0
CC(C)CNC(=O)CSc1nnc(-c2cccc(S(=O)(=O)N3CCCCC3)c2)o1	3.3
CN(C)S(=O)(=O)n1cnc([C@@H]2[C@@H]3C(=O)OC[C@@H]3C[C@]23N=CN(Cc2ccccc2)C3=O)c1	-2.8
Cc1cccc(CCNC(=O)COc2cc(=O)n(C)c3ccccc23)c1	2.2
CN(C)C(=O)C[C@H]1CC[C@H]2[C@H](COc3ccc(NC(=O)C4CC4)cc3C(=O)N2C)O1	-1.4
COc1ccc(C(C(=O)NC2CCCC2)N(Cc2ccccc2)C(=O)c2snc(C(N)=O)c2N)cc1OC (stereo unspecified)	-3.0
CC(=O)Nc1ccc(Nc2ncnc(N)c2[N+](=O)[O-])cc1	1.0
Cc1cccc(CCNC(=O)C2CCN(S(=O)(=O)c3c(C)nn(C)c3C)CC2)c1	-2.2

Three compounds from above, ordered by heavy-atom count, ascending:
SMILES	TTR transcr act
CCc1cc(C(=O)OCC(=O)NCCc2ccccc2)sc1C	-0.9
Cc1cccc(CCNC(=O)COc2cc(=O)n(C)c3ccccc23)c1	2.2
O=C(CCc1ccccc1Cl)Nc1cc(S(=O)(=O)N2CCOCC2)ccc1N1CCCC1	-0.7

Reformatted: results already given
Structure,TTR transcr act
CCCc1nnc(SCC(=O)O)n1/N=C/c1ccc2c(c1)OCO2,-1.2
O=C(COC(=O)CCc1nc2ccccc2s1)Nc1nc(-c2ccccc2)cs1,-0.3
COCCSc1nnc(NC(=O)c2cc(OC)c(OC)cc2[N+](=O)[O-])s1,-2.0
CCc1cc(C(=O)OCC(=O)NCCc2ccccc2)sc1C,-0.9
O=C(O)C1OC(C(=O)O)C2C1C(F)(F)C2(F)F (stereo unspecified),15.5*
CCOc1ccc(NC(=O)CN2C(=O)CSC(C)C2=O)cc1 (stereo unspecified),0.2
COc1ccc(/C=N/NC(=O)c2cccnc2)c2ccccc12,-1.4
CCOC(=O)CC1C(=O)NC2CCCCC2N1C(=O)Nc1ccc(Cl)cc1 (stereo unspecified),3.0
CC(C)CNC(=O)CSc1nnc(-c2cccc(S(=O)(=O)N3CCCCC3)c2)o1,3.3
CN(C)S(=O)(=O)n1cnc([C@@H]2[C@@H]3C(=O)OC[C@@H]3C[C@]23N=CN(Cc2ccccc2)C3=O)c1,-2.8
Cc1cccc(CCNC(=O)COc2cc(=O)n(C)c3ccccc23)c1,2.2
CN(C)C(=O)C[C@H]1CC[C@H]2[C@H](COc3ccc(NC(=O)C4CC4)cc3C(=O)N2C)O1,-1.4
COc1ccc(C(C(=O)NC2CCCC2)N(Cc2ccccc2)C(=O)c2snc(C(N)=O)c2N)cc1OC (stereo unspecified),-3.0
CC(=O)Nc1ccc(Nc2ncnc(N)c2[N+](=O)[O-])cc1,1.0
Cc1cccc(CCNC(=O)C2CCN(S(=O)(=O)c3c(C)nn(C)c3C)CC2)c1,-2.2

Remaining list, next part
SMILES	TTR transcr act
COc1ccccc1N1CCN(C(=O)C(C)N(c2ccc(C)c(C)c2)S(C)(=O)=O)CC1 (stereo unspecified)	-2.6
Cc1cc(NC(=O)c2ccc(N3C(=O)C4C5C=CC(C5)C4C3=O)cc2)no1 (stereo unspecified)	0.7
CCc1ccc(NC(=S)N(CCCN2CCN(C)CC2)Cc2cccs2)cc1	-1.1
O=S(=O)(c1ccc(NC(=S)NN=C(C2CC2)C2CC2)cc1)N1CCOCC1	-1.0
COc1cc(OC)cc(C(=O)NNC(=O)c2ccccc2Br)c1	-0.6
CCN(CC)S(=O)(=O)c1ccc(N2CCCC2)c(NC(=O)C2=COCCO2)c1	0.2
CC(C)N(C(=O)C(F)(F)F)C(C(=O)NC1CCCCC1)c1ccncc1 (stereo unspecified)	0.6
CC(OC(=O)c1cc[n+]([O-])cc1)C(=O)Nc1ccc(C(N)=O)cc1 (stereo unspecified)	-0.8
COc1cc(OC)cc(C(=O)NCC(=O)N2CCN(Cc3ccccc3)CC2)c1	0.8
CCCn1c(=O)c(C(=O)Nc2ccccc2C)c(O)c2ccccc21	-0.2
Cc1cc(-c2nnc3n2CCCCC3)c(C)n1-c1ccccc1	-1.7
Cc1ccc(-c2[nH]c(-c3ccc(C(=O)O)cc3)nc2-c2ccccc2)cc1	12.5*
COc1ccc2c(c1)c(=O)c(C(=O)c1ccccc1)cn2Cc1ccc(C)cc1	-0.1
Cc1nnc(NC(=O)CSc2ncn(-c3ccccc3)n2)s1	0.3
CCCN1C(=O)/C(=C/c2cc(C)n(C)c2C)SC1=Nc1ccc(OC)cc1	0.4
CCOC(=O)N1N=C(c2ccccc2)CC1(O)C(F)(F)F (stereo unspecified)	0.0
O=C(O)CCc1nn2cc(-c3ccccc3)nc2[nH]c1=O	-0.8
CCNc1cc(N2CCOCC2)nc(SC)n1	-1.2
CC(=O)Nc1cccc(C(=O)OC(C)C(=O)NC(=O)NC2CCCCC2)c1 (stereo unspecified)	0.4
CC(=O)c1cc(C#N)c(SCc2ccc(F)cc2)nc1C	0.3
CCN(CC)C(=O)CSc1nc(O)c(Cc2ccccc2)c(=O)n1-c1ccccc1C	-0.2
Cc1cccc(NC(=S)N2CCN(c3ccc(F)cc3)CC2)c1	10.6*
O=C(c1ccc(F)c(S(=O)(=O)N2CCOCC2)c1)N(c1ccccc1)c1ccccn1	1.3
Cc1ccc2c(c1)S(=O)(=O)c1ccc3ccccc3c1N2	0.4
COC(CNC(=S)Nc1ccc([N+](=O)[O-])cc1)OC	2.3
O=C(Nc1nnc(-c2ccc(Cl)cc2)o1)Nc1ccccc1Cl	0.2
COc1ccc2c(c1OC)C(=O)N(c1cccc(C(F)(F)F)c1)C2	2.0
COC(=O)CN1C(=O)[C@H]2[C@@H](c3ccc(C)o3)N3C(=O)CN(Cc4ccccc4)C(=O)[C@@]3(C)[C@H]2C1=O	-0.2
CC(=O)NC(=S)Nc1ccc(S(=O)(=O)N2CCOCC2)cc1	2.6
CCOC(=O)c1c(C)nc2cc(C)cc(C)n12	1.0
COc1ccc(NC(=O)C2CCN(C(=O)Nc3ccc(C)cc3)CC2)cc1OC	1.2
CC1(C)CC1C(=O)Nc1ccc([N+](=O)[O-])cc1Br (stereo unspecified)	-1.1
O=C(Nc1ccc(-c2csnn2)cc1)C1CC1	-0.3
O=C(CN(C(=O)CCC(=O)Nc1nccs1)c1ccc(F)cc1)NCc1ccco1	2.3
O=C1c2cccnc2C(Nc2ccc(Br)cc2)N1Cc1cccs1 (stereo unspecified)	2.1
Cc1cc2c(cc1C)NC(c1nc3ccccc3[nH]1)C1=C(CC(C)(C)CC1=O)N2 (stereo unspecified)	1.8
CN(C(=O)c1ccc(N2CCCCC2)c([N+](=O)[O-])c1)C1(C)CCS(=O)(=O)C1 (stereo unspecified)	1.1
COC(=O)c1cc(S(=O)(=O)NCCc2ccc(C)cc2)c[nH]1	-0.5
N#CC(OC(=O)c1ccccc1)c1cccc([N+](=O)[O-])c1 (stereo unspecified)	1.6
Cc1cc(=O)oc2cc(OCC#N)ccc12	2.0
COc1cccc2c(=O)c3ccoc3n(C)c12	1.2
COc1ccc2sc(-c3ccccc3OC)c(-c3ccc(OC)nc3)c2c1	1.4
Cc1ccc(C(=O)Nc2ccc(C(=O)N3CCCCC3)cc2)o1	3.4
COc1ccc(CNC(=S)NNC(=O)c2cc3ccccc3o2)cc1	3.6
CC(=O)c1cc(N2CCOCC2)ccc1[N+](=O)[O-]	2.3
CN(c1ccccc1)c1ccc(/C=C/[N+](=O)[O-])cc1	-6.6
C[C@]12C(=O)N(c3ccccc3)C(=O)N1[C@H]1c3ccccc3OC[C@@H]1[C@H]2c1ccccc1	10.7*
CC(=O)c1ccc(Nc2ncnc3ccc(Br)cc23)cc1	-1.1
COc1ccccc1-c1cc(C(=O)NCc2ccccc2)no1	-1.1
CCOC(=O)CC(=O)CSCC(=O)Nc1ccc(C)cc1	-0.7
Cc1cccc(C)c1NC(=O)CSc1nnc(C)n1-c1ccccc1	-1.8
Cc1ccc(Nc2nc3ccccc3nc2Nc2c(C)n(C)n(-c3ccccc3)c2=O)cc1	0.8
C=CCOc1ccc2c3c(c(=O)oc2c1)CCCC3	-2.6
CCSc1nnc(NC(=O)Cc2ccc(OC)c(OC)c2)s1	3.4
C=CCNC(=O)N1CCCC(N2CCN(c3ccccc3OC)CC2)C1 (stereo unspecified)	0.5
CCOc1ccc(N2C(=O)C3=C(C(c4ccc(Cl)cc4)=NCCN3)C2c2cccnc2)cc1 (stereo unspecified)	-0.5
CC(C)N(Cc1cnn(C)c1)C(=O)C1CCC(=O)N(CCc2cccc(F)c2)C1 (stereo unspecified)	4.0
COc1ccc(OC)c(C2CC(=O)Nc3n[nH]c(-c4ccccc4)c32)c1 (stereo unspecified)	-1.0
CCCCCCCCCCCCCCCC(=O)NCCc1c[nH]c2ccccc12	-0.7
Cc1cccc(NC(=O)CCC(=O)N/N=C/c2ccco2)c1	9.7*
Other records.
SMILES	TTR transcr act
O=C(Nc1ccccc1)C1=C(Nc2ccccc2)CSC1	0.3
COc1ccc(CN(CC2CCC(C(=O)O)CC2)C(=S)Nc2cc(C)ccc2C)cc1 (stereo unspecified)	-0.8
Cc1cc(S(=O)(=O)N2CCC(NC(=O)C34CC5CC(CC(C5)C3)C4)CC2)ccc1-n1cnnn1	-2.0
COc1ccc2nc(NC(=S)N(C)C)sc2c1	-3.4
COc1ccc(C2=NS(=O)(=O)N(C)C(C(=O)NCc3ccccn3)=C2)cc1	-1.0
Cc1cccc(CS(=O)(=O)Cc2ccc(C(=O)NCc3ccccc3)o2)c1	1.4
CCCCC(=O)Nc1ccc(C(=O)NCC(=O)OC)cc1	0.3
O=C(CSc1ccc2nnc(-c3ccccn3)n2n1)Nc1ccccc1C(F)(F)F	-0.8
CC1=C(C(=O)Nc2cccnc2)C(c2ccc(C(C)C)cc2)n2ncnc2N1 (stereo unspecified)	-0.9
CC1=C(C(=O)OCC2CCCO2)C(c2ccc(O)cc2)NC(=O)N1 (stereo unspecified)	0.0
C#CCn1c(C)cc(C)c(S(=O)(=O)c2ccccc2)c1=O	-0.8
CCN(CC)CCOc1c(Br)ccc2c1sc1nc3n(c(=O)c12)CCC3	-2.6
CCOc1ccc(C(=O)N2CCN(c3ncccn3)CC2)cc1	0.7
Cc1nn(Cc2ccc(F)cc2)c(C)c1NC(=O)c1nn(C)cc1Cl	1.2
CCCCCCSc1ccc([C@H]2N[C@@](CC(C)C)(C(=O)OC)[C@H]3C(=O)N(CC)C(=O)[C@@H]23)cc1	0.8
O=C(c1cc(-c2ccc(Cl)c(Cl)c2)on1)N1CCCCCC1	-1.1
O=S(=O)(c1ccc(-c2cc(C(F)(F)F)on2)s1)N1CCCC1	-1.2
Cc1ccccc1C(=O)NC1CC2CCCC(C1)N2C(=O)Nc1ccccc1 (stereo unspecified)	0.8
CCCC1=NN(C(=O)CCc2ccccc2O)C(O)(C(F)(F)F)C1 (stereo unspecified)	3.6
Cc1nc(SCC(=O)c2cc3ccccc3oc2=O)c(C#N)c(-c2ccccc2)c1C(=O)Nc1ccccc1	-0.8
CCCS(=O)(=O)NC(=O)C1(C)CCN(C(=O)c2cc(F)cc(F)c2)C1 (stereo unspecified)	-1.1
CC1CCc2c(sc3ncnc(NCCN4CCOCC4)c23)C1 (stereo unspecified)	-1.7
O=[N+]([O-])c1nn(-c2ccc3c(c2)OCCO3)n(O)c1=Nc1ccccc1	0.1

Screening results (PubChem)
